LAP4-GFP MLPCN: modulators of LAP4-GFP expression in yeast, primary screen, S. cerevisiae, multiplex flow cytometry, MLPCN library; 3 h; median GFP as percent of DMSO wells; GFP response vs DMSO, % at 10 µM; hit rate 0.34% among 320,000;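 active means GFP response vs DMSO above a set limit, about the screen mean plus 3 SD, cut at about 150% in these data; inconclusive means under 70 cell events counted for the yeast strain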
AHR activator: AHR activators, primary screen, cell-based, luminescence, luciferase reporter, human; Aryl hydrocarbon receptor (Homo sapiens), P35869; AHR-responsive luciferase reporter cells; activation, % at 5 µM; hit rate 2.5% among 320,000; AID 2796, 2010; in the data active means activation above about 47%;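 further: 0% = vehicle wells and 100% = reference agonist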
Target sequence (P35869 whole entry, looked up): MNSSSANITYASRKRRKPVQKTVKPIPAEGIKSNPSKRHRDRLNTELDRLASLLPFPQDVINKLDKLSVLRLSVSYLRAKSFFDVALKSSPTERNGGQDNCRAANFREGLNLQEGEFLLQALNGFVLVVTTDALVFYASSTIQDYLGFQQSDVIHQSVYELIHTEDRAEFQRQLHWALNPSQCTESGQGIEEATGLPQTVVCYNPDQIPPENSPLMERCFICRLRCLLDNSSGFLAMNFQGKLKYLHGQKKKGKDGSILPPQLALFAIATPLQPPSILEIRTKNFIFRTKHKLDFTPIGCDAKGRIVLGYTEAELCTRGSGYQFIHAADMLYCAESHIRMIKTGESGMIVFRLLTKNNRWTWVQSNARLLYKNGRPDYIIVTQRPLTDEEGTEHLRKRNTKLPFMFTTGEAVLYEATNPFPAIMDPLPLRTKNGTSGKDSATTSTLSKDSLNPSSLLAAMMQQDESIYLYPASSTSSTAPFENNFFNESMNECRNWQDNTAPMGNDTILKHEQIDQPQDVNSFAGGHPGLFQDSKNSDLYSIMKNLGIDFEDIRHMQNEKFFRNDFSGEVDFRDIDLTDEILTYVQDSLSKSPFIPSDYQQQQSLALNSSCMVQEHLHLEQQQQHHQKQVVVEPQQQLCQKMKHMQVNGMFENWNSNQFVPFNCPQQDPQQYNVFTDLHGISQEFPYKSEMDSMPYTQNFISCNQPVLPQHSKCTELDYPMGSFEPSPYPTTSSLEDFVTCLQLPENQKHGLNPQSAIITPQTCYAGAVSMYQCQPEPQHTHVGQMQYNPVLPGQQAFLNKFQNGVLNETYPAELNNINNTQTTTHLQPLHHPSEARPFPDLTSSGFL
MEP2 TOR yeast: modulators of MEP2-GFP levels in yeast, primary screen, S. cerevisiae, multiplex flow cytometry, MLPCN library; AID 2016, 2009; GFP response vs DMSO, % at 10 µM; hit rate 0.51% among 330,000; S. cerevisiae MEP2-GFP strain, 3 h; 100% = DMSO control level;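 active means GFP response versus DMSO above a set limit, roughly screen mean plus 3 SD, cut at about 180% in these data; inconclusive means fewer than 70 cells counted for a yeast strain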;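 further: median GFP fluorescence of the barcode-gated MEP2-GFP cells per well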
RPL19A TOR yeast: RPL19A-GFP expression modulators in yeast, primary screen, cell-based, S. cerevisiae, multiplex flow cytometry, MLPCN; S. cerevisiae RPL19A-GFP strain, 3 h; stronger effect = lower value; percent response vs DMSO, % at 10 µM; hit rate 0.3% among 330,000; AID 2025, 2009;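 active means percent response vs DMSO below 50%; inconclusive means fewer than 70 events counted for the yeast strain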;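 further: median channel GFP fluorescence of the barcoded RPL19A-GFP strain; ratio of sample median GFP to plate DMSO average so 100% = DMSO; lower means less RPL19A-GFP as with rapamycin TOR inhibition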
proCasp7 act: procaspase-7 activators, primary screen, counter-screen for procaspase-3 activator project, biochemical, absorbance, HTS, human | AID 463210, 2010 | recombinant procaspase-7, Ac-DEVD-pNA absorbance 405 nm; D23A/D198A/D206A triple mutant, cannot self-cleave; scale: DMSO 0, 5 µM enzyme 100 | activation, % at 8.5 µM | hit rate 0.093% among 330,000;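 active means percent activation above the screen-wide mean plus 3 SD, cut at about 25% in these data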
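Assay system: Uncleavable procaspase-7 mutant enzyme / Input: 2 µM procaspase-7 mutant as dispensed / Dosing: single nominal 8.5 µM compound dose, 0.8% DMSO final / Timing: 1 h enzyme–compound preincubation and 2 h substrate reaction, both 25 °C / Detection: p-Nitroaniline absorbance at 405 nm, read at 0 and 120 min / Replication: singlicate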
Yeast superoxide: reduction of superoxide in aged yeast, primary screen, HTS. S. cerevisiae aged cells, superoxide DHE fluorescence; stronger effect = lower value. superoxide response (% of plate mean), % at 10 µM. hit rate 0.18% among 330,000;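 active means superoxide response under a set limit, about three screen SD below normal, cut at about 65% in these data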;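 further: yeast aged for seven days with compound at 30 °C before DHE staining; 100% = average MFI of all compound-treated wells on the plate with controls excluded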
GASC-1 inh: inhibitors of GASC-1 histone demethylase, primary screen, biochemical, fluorescence, DELFIA europium. Lysine-specific demethylase 4C (Homo sapiens), Q9H3R0. GST-JMJD2C(1-420) H3K9me3 demethylation. inhibition, % at 2.35 µM. hit rate 0.069% among 330,000. AID 2099, 2009;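 active means more than half of a compound's replicate wells show inhibition beyond 50%, single wells judged on their own value; inconclusive means some, but no more than half, of replicates pass 50% inhibition; inactive means no replicate passes 50% inhibition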;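 further: signal counts dimethyl H3K9 product captured on neutravidin plate; 0% = median of DMSO wells and 100% = 0.3 times that DMSO median; strong numbers were not always called active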
procasp3 activ: activators of human procaspase-3 D3A mutant, primary screen, biochemical, absorbance, PC-3 D3A mutant, single concentration; Caspase-3 (Homo sapiens), P42574; recombinant procaspase-3 D3A, Ac-DEVD-pNA absorbance 405 nm; activation, % at 8.5 µM; hit rate 0.11% among 330,000;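 active means activation above the mean of all tested compounds plus 3 SD, cut at about 21% in these data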;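 further: 0% = DMSO alone and 100% = DMSO wells spiked with extra 5 µM PC-3 D3A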
Target sequence (P42574 whole entry D9A/D28A/D175A): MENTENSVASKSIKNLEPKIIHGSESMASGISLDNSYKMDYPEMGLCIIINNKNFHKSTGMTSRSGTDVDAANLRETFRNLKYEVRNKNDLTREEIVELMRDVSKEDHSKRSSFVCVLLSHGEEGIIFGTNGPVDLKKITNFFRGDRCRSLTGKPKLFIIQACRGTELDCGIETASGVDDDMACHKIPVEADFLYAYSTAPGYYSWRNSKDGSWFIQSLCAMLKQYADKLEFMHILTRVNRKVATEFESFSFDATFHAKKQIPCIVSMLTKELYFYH
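Test system: Procaspase-3 D3A mutant, all three cleavage aspartates alanine | Dosing: Single dose, 8.5 µM nominal compound, 0.8% DMSO | Schedule: 1 h preincubation, 2 h reaction | Technique: 405 nm absorbance of p-nitroaniline, reads at 0 and 120 min | Repeats: One well per compound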
The depositor's hits bear a star; ? = inconclusive; . = not tested or not shown; & = joins results of further samples; [ ] = another dose, or the depositor's remark. Compounds as they come, and some 3.8% of all compounds hit somewhere here.

SMILES	LAP4-GFP MLPCN	AHR activator	MEP2 TOR yeast	RPL19A TOR yeast	proCasp7 act	Yeast superoxide	GASC-1 inh	procasp3 activ
Cn1c(=O)c2c(ncn2CC(=O)N2CCN(c3cccc(Cl)c3)CC2)n(C)c1=O	95	-2	105	96	3	92	-9	10
COc1ccc(Oc2ncnc3sccc23)cc1	100	5	95	97	1	105	19	-11
CCOc1cccc2cc(-c3csc(NC(=O)CCC(=O)N4CCC(C)CC4)n3)c(=O)oc12	91	1	97	97	5	94	1	2
C=CCSc1nc(N)c2c(C)c(C)sc2n1	103	11	101	103	-4	84	10	0
Cn1c(CCNS(=O)(=O)c2ccccc2)nc2cc([N+](=O)[O-])ccc21	97	-1	100	100	-9	99	0	2
COc1ccc(C(=O)NNc2ccccc2)cc1	106	5	99	102	3	91	8	5
CCOc1ccc(N(CC(=O)NCc2cccnc2)S(=O)(=O)c2ccc(F)cc2)cc1	91[may fluoresce red]	0	89[may fluoresce red]	?	-5	108	3	6
Cn1cccc1Cc1nnc(SCC(=O)NCC2CCCO2)n1CCc1ccccc1 (stereo not drawn)	98	0	102	101	-14	78	-17	-6
COC(=O)C1(C#N)C(c2ccccc2)C1(C(=O)OC)C(=O)OC (stereo not drawn)	91	-1	92	96	-1	102	-1	6
Cc1ccc(CS(=O)(=O)c2ncc(Cl)c(C(=O)Nc3nnc(C(C)C)s3)n2)cc1	119	0	116	105	-12	91	-18	-7
O=C(CSc1nnc2sc3ccccc3n12)c1ccco1	92	26	99	109	-3	93	2	1
O=C(CN1CCc2ccccc2C1)Nc1ccccc1C(F)(F)F	101	-3	105	98	-9	100	5	-3
Cc1ccc(S(=O)(=O)Nc2c(C)n(C)n(-c3ccccc3)c2=O)cc1	101&95	-1&0	102&103	107&99	4&-6	89&106	-10&6	-1&15
Brc1cc2c(cc1CN1CCc3ccccc3C1)OCO2	89	3	97	92	4	115	-1	-3
COc1ccccc1C(=O)N1CCN(Cc2cn[nH]c2-c2ccc(F)cc2F)CC1	102	5	108	107	9	93	-3	-3
CC(=O)Nc1ccc(SCC(=O)OCC(=O)NC(=O)NCc2ccco2)cc1	105	-3	102	103	2	111	2	-5
CCCCn1c(=O)c(F)cn(Cc2ccc(OC)c([N+](=O)[O-])c2)c1=O	92	-1	111	106	1	104	1	-5
CCOC(=O)c1c(N)sc(C(=O)N2CCOCC2)c1C	108	3	100	97	0	95	15	4
COc1ccc(NC(=O)CC2Nc3cccc4cccc(c34)NC2=O)cc1 (stereo not drawn)	104	57*	95	99	-13	106	-3	2
O=C(N/N=C1\CCc2ccccc21)c1ccc(O)cc1	93	19	98	102	0	93	1	4
CNc1sc(C(=O)c2cccs2)c(N)c1-c1nc2ccccc2s1	124	89*	99	94	-13	106	2	-5
Cc1nn(-c2ccc(C(=O)OC(C)C)cc2)c(C)c1[N+](=O)[O-]	108	-3	101	97	-4	98	-3	-4
O=C(c1ccc(Cl)c(S(=O)(=O)N2CCCC2)c1)N1CCCC(C(F)(F)F)C1 (stereo not drawn)	104	0	105	101	-7	113	4	-2
C[C@@]12CC[C@H]3OC(=O)C=C3C1CC[C@@]13CC(CCC12)[C@](CO)(O[C@H]1O[C@H](CO)[C@@H](O)[C@H](O)[C@H]1O)C3 (stereo partly drawn)	99	0	115	94	-24	86	.	-2
COc1cc(/C=C(/C#N)c2ccc(C)cc2)ccc1Oc1ccc([N+](=O)[O-])cn1	106	1	98	96	7	130	-3	-1
O=C(NCCCN1CCCC1=O)C1CCN(S(=O)(=O)c2cccc(C(F)(F)F)c2)CC1	114	0	93	104	14	86	-1	8
CCn1c(NCCc2ccc(OC)c(OC)c2)nc2c1c(=O)n(C)c(=O)n2C	99	17	112	101	1	111	5	0
CCO[C@@H]1OC(C(=O)NCc2nc3ccccc3[nH]2)=C[C@H](C2CC2)[C@H]1CCCO	136	-2	95	101	14	93	4	-4
COc1ccc(Cl)cc1NC(=O)CNC(c1ccccc1)c1ccccc1	93	4	105	102	5	97	1	0
CCC(c1c(C)n(C)n(-c2ccccc2)c1=O)c1c(C)n(C)n(-c2ccccc2)c1=O	102	3	96	98	-4	104	2	1
O=C(Cc1ccc(F)cc1)N1CCOCC1	91	-2	101	99	3	108	-11	1
CCOc1ccc(OCC)c(NC(=O)C2C3C=CC(O3)C2C(=O)NCc2ccco2)c1 (stereo not drawn)	100	3	100	100	-3	104	-10	-4
COc1ccc(S(=O)(=O)N2CCC(C(=O)N3CCOCC3)CC2)cc1OC	94	0	95	97	-13	96	4	-2
O=S(=O)(c1ccc2ccccc2c1)N1CCN(S(=O)(=O)c2c(F)cccc2F)CC1	108	8	105	104	4	95	.	5
COc1ccc(Cl)cc1-n1c(C)cc(C=O)c1C	98	14	116	110	0	121	1	-5
O=S(=O)(N1CCOCC1)n1nnc2ccccc21	98	0	95	98	0	90	5	-5
CON/C=C(\C=Nc1ccc(F)cc1)c1ncc(C(F)(F)F)cc1Cl	100	89*	101	101	-2	103	3	-6
Cc1ccc(NC(=O)CSc2nncc3ccccc23)cc1	95	2	78	88	0	106	-37	2
Cc1ccc(CN2CCC(CO)(CC3CCCCO3)CC2)o1 (stereo not drawn)	115	5	96	102	-4	102	5	-6
COc1ccc(C(CNC(=O)c2cc(SC)ccc2Cl)N(C)C)cc1 (stereo not drawn)	105	2	112	106	10	77	2	-4
COC(=O)c1c(C)oc(C)c1S(=O)(=O)NCc1ccc(OC)cc1	104	-2	111	105	-8	102	-9	1
O=C(NC1CC1)C1CCN(S(=O)(=O)c2ccc(Cl)cc2)CC1	99	-5	106	100	11	114	12	-9
Cc1ccc(C(=O)OC2CCCN(C)C2)cc1 (stereo not drawn)	101	-2	102	97	2	96	-6	-7
CN(C)S(=O)(=O)N1CCN(C(=O)c2ccccc2Cl)CC1	99	-1	107	106	8	104	-4	3
COc1cc2c(cc1NC(=O)c1ccc(C)c([N+](=O)[O-])c1)oc1ccccc12	93	44	107	101	5	104	-3	3
Cn1c(O)c(N=NC(=O)CNC(=O)c2ccccc2)c2ccccc21	108	3	116	105	-5	110	-21	-1
COc1ccc2oc(=O)c(C(=O)Nc3cccc(C(C)=O)c3)cc2c1	104	4	109	102	-1	107	-1	-5
C=CCC(=O)NC(C)c1cnn(-c2ccccc2C)c1C (stereo not drawn)	99	3	101	98	8	66	-4	2
Cc1ccc(Oc2ccc(Cl)cc2NC(=O)c2ccc(F)cc2F)cc1	96	15	111	105	14	95	-3	8
CC(C)OCCCNC(=O)Cn1ccc2cc(S(=O)(=O)N3CCCCCC3)ccc21	106	0	104	103	2	115	6	-3
COc1ccc(CCNC(=O)CCS(=O)(=O)c2ccc3c(c2)oc(=O)n3C)cc1OC	94	0	107	103	3	97	1	5
CC(NC(=O)C1CCC1)c1ccc(Br)cc1 (stereo not drawn)	98	-2	107	107	9	105	-8	-7
Cc1ccc(-n2c(SCC(N)=O)nc3c([nH]c4ccccc43)c2=O)cc1	89	30	89	98	3	101	-6	13
CN(CC(=O)N1CCN(c2ccc(F)cc2)CC1)S(=O)(=O)c1ccc(F)cc1	93	0	98	90	8	91	5	4
COc1ccc2nc(NC(=O)c3ccccc3F)sc2c1	90	-8	98	98	2	108	20	7
Cc1ccc2[nH]c3c(c2c1)CN(C(=O)CN1CCN(c2cccc(C)c2C)CC1)CC3	110	3	97	98	15	105	-6	-2
COC(=O)c1ccc(Oc2c(C(F)(F)F)oc3c(CN4CCN(C)CC4)c(O)ccc3c2=O)cc1	126	3	111	107	-4	93	2	2
O=C(N/N=C/c1c[nH]c2ccccc12)c1cc(-c2cccc3ccccc23)n[nH]1	94	92*	107	102	-14	87	6	2
CN1CCc2c1nc1ccccc1c2N (tested in a mixture with another compound)	83	19	100	107	12	108	-2	-5
COc1ccc(S(=O)(=O)N2CCN(CC(=O)Nc3ccccc3Cl)CC2)cc1	98	-1	104	103	-3	92	1	0

The listing continues:
SMILES	LAP4-GFP MLPCN	AHR activator	MEP2 TOR yeast	RPL19A TOR yeast	proCasp7 act	Yeast superoxide	GASC-1 inh	procasp3 activ
Cc1ccc(OCCn2cccn2)c(C)c1	98	-5	106	104	4	100	-8	-1
C/C(=N\O)C(C)(C)Nc1ccc(F)cc1	107	1	92	96	9	105	-14	2
CC(=O)Nc1ccc(S(=O)(=O)NCCCN2CCOCC2)cc1	97	-1	103	106	9	102	.	3
Cc1ccccc1Nc1ncccc1C(=O)N1CCOCC1	103	-1	105	103	2	90	-7	0
CN(CCO)CC(O)Cn1cnc2c1c(=O)n(C)c(=O)n2C (stereo not drawn) (tested in a mixture with another compound)	101	1	102	107	-2	120	-10	2
CCNC(=O)NC(=O)COC(=O)CCc1nc(=O)c2ccccc2n1C	101	-2	103	104	4	100	13	-4
CCOC(=O)c1c(C)nc2c(c1C)c(=O)oc1ccccc12	89	17	90	87	11	100	20	7
Cc1ccc(C)c(NC(=O)c2cc(=O)c3ccccc3o2)c1	103	12	103	97	0	103	7	-8
COc1ccc(Cl)cc1C(=O)NNC(=O)CSc1nnc2ccccn12	98	7	99	101	9	113	2	10
COc1ccc(NC(=O)C2CCC(N3C(=O)C4CCCCC4C3=O)CC2)cc1 (stereo not drawn)	99	2	105	102	17	97	3	1
COc1ccc(OC)c(-n2nnnc2SCC(=O)Nc2ccccc2OC)c1	92	44	105	100	2	94	-3	-6
CCn1c(SCCC(=O)Nc2ccccc2)nnc1-c1ccc(OC)cc1	104	0	94	98	0	95	-1	-12
C[n+]1ccc(C(=O)NCCC[N+](C)(C)C)cc1/C=N/O	106	-2	68	93	-5	81	1	1
Cc1ccc(S(=O)(=O)N2CCC(C(=O)N3CCC(C(=O)NCc4cccnc4)CC3)CC2)cc1	99	-2	103	103	4	113	13&-1	-6
COc1cc(C(=O)N2CCN(C(=O)c3cc(-c4ccccc4)n[nH]3)CC2)cc(OC)c1OC	95	5	95	97	10	63*	31	3
O=C(CNC(=O)c1ccccc1F)NC1CC1	98	2	99	95	7	101	-30	8

Rewritten in markdown: 3 of the compounds above
| compound | LAP4-GFP MLPCN | AHR activator | MEP2 TOR yeast | RPL19A TOR yeast | proCasp7 act | Yeast superoxide | GASC-1 inh | procasp3 activ |
| --- | --- | --- | --- | --- | --- | --- | --- | --- |
| CN(C)S(=O)(=O)N1CCN(C(=O)c2ccccc2Cl)CC1 | 99 | -1 | 107 | 106 | 8 | 104 | -4 | 3 |
| CCCCn1c(=O)c(F)cn(Cc2ccc(OC)c([N+](=O)[O-])c2)c1=O | 92 | -1 | 111 | 106 | 1 | 104 | 1 | -5 |
| CON/C=C(\C=Nc1ccc(F)cc1)c1ncc(C(F)(F)F)cc1Cl | 100 | 89* | 101 | 101 | -2 | 103 | 3 | -6 |
